Screening results as filed in PubChem BioAssay.
mcGAS MS inh: inhibitors of Mus musculus cyclic GMP-AMP synthase, initial high-throughput assay, cell-free, RapidFire MS; 130,000 compounds, 0.18% hits; Q8C6L5; inhibition, % at 12.5 µM; recombinant mouse cGAS, cGAMP by RapidFire MS;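 active means inhibition of cGAS enzyme activity at or above 60%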;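 further: enzyme stimulated by 45 bp dsDNA with ATP and GTP substrates; cGAMP share of summed cGAMP plus half ATP and half GTP signals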
Target sequence (Q8C6L5 whole entry, looked up): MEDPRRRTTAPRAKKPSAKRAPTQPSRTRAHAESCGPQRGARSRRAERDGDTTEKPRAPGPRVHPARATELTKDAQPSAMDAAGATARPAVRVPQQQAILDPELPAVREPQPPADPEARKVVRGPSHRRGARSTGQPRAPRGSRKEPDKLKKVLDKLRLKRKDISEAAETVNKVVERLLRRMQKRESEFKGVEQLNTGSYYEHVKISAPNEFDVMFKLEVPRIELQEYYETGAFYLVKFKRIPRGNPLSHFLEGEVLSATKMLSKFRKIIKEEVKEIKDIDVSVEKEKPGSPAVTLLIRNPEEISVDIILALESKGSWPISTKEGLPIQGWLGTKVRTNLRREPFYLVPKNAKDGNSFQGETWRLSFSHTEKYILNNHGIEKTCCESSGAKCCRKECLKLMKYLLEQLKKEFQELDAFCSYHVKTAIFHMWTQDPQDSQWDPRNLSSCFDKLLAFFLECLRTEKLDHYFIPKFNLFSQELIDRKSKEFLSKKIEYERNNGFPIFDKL
Starred values were filed as active, the others as inactive; & = joins results of further samples.

entry | SMILES | mcGAS MS inh
1 | Cc1cc(C)cc(C(=O)N(C)[C@H](Cc2ccc(-c3ccccc3)cc2)C(=O)N[C@@H](Cc2c[nH]c3ccccc23)C(=O)O)c1 | -1.0
2 | O=C(NCC(c1ccncc1)N1CCOCC1)c1cn(Cc2ccc(F)cc2Cl)nn1 (configuration not stated) | 5.1
3 | Cc1ccc(C(C)NC(=O)N2CCN(Cc3cccs3)CC2)o1 (configuration not stated) | -8.7
4 | c1cnc2c(-c3ccc4[nH]ncc4c3)cccc2c1 | -2.2
5 | O=C(CC1OC(=O)c2ccccc21)NCc1nnc2ccccn12 (configuration not stated) | -1.8
6 | CCCSc1nnc2nc(C)cc(C)n12 | -22.7
7 | Oc1ccc(N=Nc2ccc3c(c2)OCO3)c2ccccc12 | 0.8&19.3
8 | Cc1ncc2c(n1)C[C@@H](Cc1ccccc1)N(CC(=O)OC(C)(C)C)C2=O | -5.5
9 | CSc1ccc2c(c1)N(CCC1CCCCN1C)c1ccccc1S2 (configuration not stated) | -9.2&-8.0&0.5
10 | N#C/C(=C1\NS(=O)(=O)c2ccccc21)c1nc2ccc(F)cc2c(=O)[nH]1 | 1.4
11 | CC(=O)N1N=C(C(C)(C)C)CC1c1ccc(N(C)C)cc1 (configuration not stated) | -33.4
12 | Cc1cccc(C2CCCN2C(=O)c2cnn3c(C(F)F)cc(C4CC4)nc23)c1 (configuration not stated) | -5.9
13 | Cc1ccc2cc(CN3CC[C@H](CO)[C@H](O)C3)c(N3CCOCC3)nc2c1 | -15.1
14 | O=C(CCc1nc2ccccc2[nH]1)NCC1(O)CCNC1 (configuration not stated) | -18.9
15 | CCc1ccc(S(=O)(=O)Nc2ccccc2-n2ncc(C#N)c2N)s1 | 4.0
16 | CC1CCN(Cc2nc(N)nc(Nc3ccc(F)cc3)n2)CC1 | -14.1
17 | CS(=O)(=O)c1cccc(C(=O)NCc2ccco2)c1 | -12.4
18 | Cc1c(CN2CCCC(O)(CO)CC2)[nH]c2ccc(F)cc12 (configuration not stated) | -11.9
19 | Cc1cc(N2CCCC2)ccc1NC(=O)c1cccc(NC(=O)OC(C)(C)C)c1 | 17.2
20 | CCCCCn1c(CN(Cc2ccccc2)Cc2ccccc2)nc2c1c(=O)[nH]c(=O)n2C | -6.5
21 | C=CC[C@@H]1CC=C[C@@H](c2ccccc2)N1CC1CCOCC1 | -17.2&-3.2
22 | NC1=NC(c2cccs2)n2c(nc3ccccc32)N1 (configuration not stated) | 2.5
23 | CC(=O)N1CCC2(CC1)OC(=O)C(C)=C2C(=O)NCCN1CCCCC1C (configuration not stated) | -5.4
24 | O=C(CSc1nc2ccccc2o1)c1ccc(O)c(O)c1 | -8.6
25 | O=C(CCn1cccc1)N1CC[C@@H](c2ccc3ccccc3c2)[C@H](O)C1 | -5.4
26 | Cc1cc(CN2C[C@@H](C(=O)O)C[C@@H](C(=O)NCc3ccccn3)C2)oc1C | -10.0
27 | Cc1onc(-c2ccccc2Cl)c1C(=O)Nc1nn[nH]n1 | 0.3
28 | CN(Cc1n[nH]c2c1CCCCC2)C(=O)CC1COCCN1 (configuration not stated) | -16.6
29 | CCCCCCc1nc(C(N)=O)c2[nH]c(=O)n(-c3ccccc3F)c2n1 | -6.9
30 | CCOc1cc(C(=O)N2CCC3CCCCC3C2)cc(Br)c1OC (configuration not stated) | -8.5
31 | CCN(CC)S(=O)(=O)CC(=O)NCC1Cc2ccccc21 (configuration not stated) | -3.2
32 | Cc1ccc(OCc2cn(-c3ccc(Cl)cc3)nn2)cn1 | -1.1
33 | Cc1nn(C(=O)COc2ccc(C(C)(C)C)cc2)c(C)c1S(=O)(=O)N1CCc2ccccc2C1 | -1.2
34 | Cc1cc(=O)n2[nH]c(-c3ccco3)nc2n1 | 19.9
35 | CCCCCC(C)n1[nH]c(=O)c2c(C)cc(=O)[nH]c21 (configuration not stated) | 9.8
36 | O=C(COC(=O)c1ccc2ccccc2c1)NCc1ccco1 | -11.9
37 | CN1CCC(C)(CN(C)C(=O)CCn2cncn2)C1 (configuration not stated) | -25.9
38 | CC(C)(C)C(=O)N1CCOC(C(=O)O)C1 (configuration not stated) | 1.1
39 | CCc1nccn1CCC(=O)N1CCC2(CC1)C(=O)NCCN2C | -14.7
40 | COC(=O)[C@H]1[C@H]2C[C@H]3c4[nH]c5ccccc5c4CCN3C[C@H]2CC[C@@H]1O | 14.9
41 | O=C1c2ccccc2C(=O)C1c1ccc(Br)cc1 | -4.2
42 | CCN(Cc1ccc(C(C)=O)cc1)CC1CCN(C)C1 (configuration not stated) | -14.0
43 | COc1ccc(CN2CCN(Cc3ccc(C)s3)CC2CCO)c(F)c1 (configuration not stated) | -5.8
44 | Nc1n[nH]c2ccc(-c3ccnc4[nH]ccc34)cc12 | 0.7
45 | Cc1ccc(C2=NC(=Cc3cnn(C)c3)C(=O)O2)cc1 | -12.5
46 | CCOc1ccccc1C1NC(=S)NC(C)=C1C(=O)OC (configuration not stated) | -10.3
47 | CCCOC1CCCN(S(=O)(=O)NCc2ccccc2)C1 (configuration not stated) | -14.1
48 | Cc1cccc(Cn2c(NCCCO)nc3c2c(=O)[nH]c(=O)n3C)c1 | -14.3
49 | CCOC(=O)c1nn(-c2ccccc2)c(=O)cc1N1CCN(Cc2ccccc2)CC1 | -2.3
50 | Cn1c(CN2C(=O)c3ccccc3S2(=O)=O)nc2cc(Cl)ccc21 | -1.7
51 | Cc1nc(-c2ccc(NS(=O)(=O)c3ccc(F)cc3)cc2)cs1 | -10.7
52 | CC1CC(Sc2nnc(N3CCOCC3)n2Cc2ccccc2)C(=O)O1 (configuration not stated) | 7.5
53 | Cn1cnnc1SCc1ccc(Cl)c(Cl)c1 | -6.1
54 | Cc1sc(NC(=O)C2C3CCC(O3)C2C(=O)O)c(C(=O)OC(C)C)c1-c1ccc(Cl)cc1 (configuration not stated) | -4.1
55 | Nc1cc(C(F)(F)F)cc2c1OCC(=O)N2 | -3.2
56 | c1ccc(-c2noc(CN3CCN(C4CCc5ccccc5C4)CC3)n2)nc1 (configuration not stated) | -12.0
57 | Cc1nc2n(n1)CCN(S(=O)(=O)c1ccc(OC(F)(F)F)cc1)C2 | -7.4
58 | Cc1cccc(C(=O)N(CC2CCCO2)c2nc3ccccc3s2)c1C (configuration not stated) | -4.2
59 | CC(C)c1cc(C(=O)N2CCC(n3nccc3NC(=O)C(C)(C)C)CC2)on1 | -6.2
60 | C=CCN(Cc1ccccc1OC)C(=O)c1csc(C)n1 | -20.0

The final 3 entries of the part above lead into the next.
entry | SMILES | mcGAS MS inh
58 | Cc1cccc(C(=O)N(CC2CCCO2)c2nc3ccccc3s2)c1C (configuration not stated) | -4.2
59 | CC(C)c1cc(C(=O)N2CCC(n3nccc3NC(=O)C(C)(C)C)CC2)on1 | -6.2
60 | C=CCN(Cc1ccccc1OC)C(=O)c1csc(C)n1 | -20.0
61 | Cn1cncc1-c1ccccc1-c1ccccc1 | -14.1
62 | CSc1ccc(/C=C2\N=C(c3cccc(C)c3)OC2=O)cc1 | -6.2
63 | CC1CC(C)CN(c2ncnc3c2nc2n3CCCC2)C1 (configuration not stated) | -2.6
64 | C=CCNc1ccccc1C(=O)NCCN1CCNC1=O | -1.1
65 | O=C1CN(c2ccc(NC(=O)C3CC(c4ccc(Cl)s4)=NO3)cc2Cl)CCN1 (configuration not stated) | -22.5
66 | CC(C)c1nc(CN(C)C(=O)C2CC(=O)Nc3ccc(F)cc32)cs1 (configuration not stated) | -17.5
67 | O=C(NCCc1c[nH]c2ccccc12)C1CCC(=O)N(CCc2cccc(F)c2)C1 (configuration not stated) | -2.5
68 | COCCn1c(=NC(=O)c2ccc(Br)s2)sc2cc(S(C)(=O)=O)ccc21 | 1.6
69 | O=S(=O)(NNc1ccccn1)c1cccc(Cl)c1Cl | -1.7
70 | CCC1SC(=Nc2ccc(Br)cc2)NC1=O (configuration not stated) | -7.8
71 | CCCCCN1N=C(c2ccc(F)cc2)Cn2c1nc1c2c(=O)n(C)c(=O)n1C | 0.7
72 | CC1=CC=CN2C(=O)NC(C(F)(F)F)(C(F)(F)F)N=C12 | 3.2
73 | COc1ccc(Cn2c(CN3CCc4ccccc4C3)n[nH]c2=O)cc1 | 24.9
74 | COC(=O)c1ccc(N=C(C)c2c(C(F)(F)F)[nH]n(-c3nc4ccccc4s3)c2=O)cc1 | 53.4
75 | O=C(c1ccc2c3c(cccc13)CC2)C1CCCN(C(=O)CSc2ncccn2)C1 (configuration not stated) | -10.9
76 | Cc1ccc(-c2nc(CO/N=C(/N)C(C)n3ccnc3)cs2)o1 (configuration not stated) | -5.0
77 | CC(=O)Nc1ccc(NC(=O)CCn2c(=O)oc3ccccc32)cc1 | -7.6
78 | Cc1ccccc1-c1cc(C(=O)NCC2CCOC2)c2cnn(C(C)C)c2n1 (configuration not stated) | -2.8
79 | Cc1ccc(CC(=O)Nc2ccc(C3=NNC(=O)CC3)cc2)cc1 | -1.1
80 | COc1ccc(NC(C)=O)cc1NC(=O)Cc1coc2c(C)c(C)ccc12 | -3.0
81 | COc1cccc2c1N(C(=O)CCNC(=O)c1cccs1)CCC2 | -4.5
82 | Cn1nc2c(c1NC(=O)Cc1ccc(F)cc1)CCC2 | -3.8
83 | CCN(CC)C1CCN(CC(=O)N(C)C(C)c2ccc(F)cc2)CC1 (configuration not stated) | -16.7
84 | CCNC(=O)CNC(=O)c1c2c(nc3ccc(C)cc13)CCCC2 | -9.8
85 | Cc1cnc2c(C(=O)N[C@H]3C[C@H]4C(=O)N(C)CC(=O)N4C3)cnn2c1 | -4.9
86 | COC(=O)[C@@H]1C[C@@H](N(C)C)CN1C(=O)c1cccnc1N1CCOCC1 | -10.3
87 | O=C(O)/C=C1\CCCc2ccccc2C1O (configuration not stated) | -14.0
88 | Cc1cn2c(CO)c(C)nc2s1 | -9.5
89 | Cc1nc(N2CCCC(C(=O)NCC3CC3)C2)c2cc[nH]c2n1 (configuration not stated) | -8.5
90 | CN1c2ccccc2-c2nc3ccccc3n2C1c1ccco1 (configuration not stated) | -25.2
91 | CN(C)S(=O)(=O)CCNC(=O)Cn1cc2ccccc2n1 | -20.7
92 | O=C(Cn1c2ccccc2c(=O)c2ccccc21)NCc1ccc2c(c1)OCO2 | -7.0
93 | Cc1nc(N[C@H](CO)COCc2ccccc2)c2ccsc2n1 | 2.0
94 | Cc1[nH]nc(C(N)=O)c1NC(=O)C(C)SCc1ccccc1 (configuration not stated) | -9.1
95 | CCn1c(=O)n(CC(=O)N(C)Cc2ccccc2O)c2ccccc21 | -5.7
96 | O=C(Nc1ccc2c(c1)OCCO2)N1CCN(c2ccc(Nc3ccccn3)nn2)CC1 | -3.2
97 | COc1ccc(CCCN(C)CCC(=O)Nc2ccc(C#N)cc2)cc1 | -2.5
98 | CC(C)(C)OC(=O)Nc1ccc(C(=O)N2CCC2)cc1 | -14.9
99 | O=C(O)C1CCCN1 (configuration not stated) | 2.8
100 | O=C(/C=C/Sc1nc2ccccc2o1)c1ccc(Cl)cc1 | -2.9
101 | CNC(=O)c1ccc(OCc2cccc(F)c2)cc1 | -22.2
102 | CCn1ccnc1CN(C)C(=O)CCc1nnc(Cc2cccc(C(F)(F)F)c2)o1 | -8.1
103 | Cc1ccc(CN(Cc2nc[nH]c2C)C2CC2)s1 | -9.9
104 | C=Cc1ccc(CN2C(=O)CCC2c2nc(C)no2)cc1 (configuration not stated) | -4.9
105 | NC(=O)COC1CCN(C(C(=O)NC2CC2)c2ccccc2)C1 (configuration not stated) | -13.2
106 | CNN=Cc1cc(OC)c(O)c(OC)c1 | -12.0
107 | CC(=O)Nc1ccc2nc(CN3C[C@H]4CC=C(C)C[C@H]4C3)ccc2c1 | -11.8
108 | Cc1c(NCc2cccnc2)cccc1C(=O)NCc1cc(C(C)C)no1 | -3.4
109 | CCCc1cc(N2CCN(C(=O)c3ccco3)CC2)n2c(nc3ccccc32)c1C#N | -3.3
110 | COc1ccc(NC2CCCN(C(=O)c3ccc(Cl)cc3)C2)cc1 (configuration not stated) | -12.9
111 | CC(NC(=O)C1Cc2ccccc2S1)c1ccccc1F (configuration not stated) | 1.6
112 | O=C(O)c1nn(CCOc2cccc(Cl)c2)c(=O)c2ccccc12 | 11.3
113 | CC(NC(=O)c1cccc(N2CCCS2(=O)=O)c1)c1ccccc1Br (configuration not stated) | 15.0
114 | Cc1ccccc1N1CCN(C2CCCN(c3ncnc4[nH]ccc34)C2)CC1 (configuration not stated) | -5.7
115 | O=C(CCN1CCCC(CN2CCCCCC2)C1)N1CCOCC1 (configuration not stated) | -6.3
116 | CN1CC2(CCN(C(=O)CCc3nc4cccnc4n3C)C2)OC1=O (configuration not stated) | -15.9
117 | CCN1CCCC1CN(CC1CCN(CCOC)CC1)C(=O)c1cc(C)n(C)n1 (configuration not stated) | -4.1
118 | O=C(CSCc1ccc(Cl)c2cccnc12)Nc1ccccc1 | -1.5
119 | CC(/C=C1\N=C(c2ccc(C)c(C)c2)OC1=O)=C\c1ccccc1 | -6.6
120 | CCc1cc(NCc2nc3ccccc3c(=O)[nH]2)nc(N2CCOCC2)n1 | -12.9

Remaining list, next part
entry | SMILES | mcGAS MS inh
121 | Brc1cccc(C2CC(c3ccccc3)Nc3ncnn32)c1 (configuration not stated) | 9.1
122 | Cc1ccccc1C(=O)NC1CC(C)(C)Cc2nc(N3CCOCC3)ncc21 (configuration not stated) | -5.0
123 | Cc1cc(N=C2C(=O)Nc3c(Cl)cc(Cl)cc32)ccc1Br | 24.6
124 | Cc1noc(C)c1NC(=O)c1ccc(CN2CCCC2c2ccccn2)cc1 (configuration not stated) | -10.4
125 | CCOC(=O)C1(Cc2cccc(Cl)c2)CCCN(C(=O)C2=C(C)OCCO2)C1 (configuration not stated) | -5.2
126 | Cc1ccc(C=Nn2cnc3sc(C)c(C)c3c2=O)o1 | -5.4
127 | COc1ccc(-c2nnc3ccc(OCCNC(=O)c4ccccc4)nn23)cc1OC | 0.3
128 | O=C(CNC(=O)c1ccco1)NCCCCOc1ccc(F)cc1 | -3.3
129 | CC1=NN(CCN2CCOCC2)c2nc3c(c(=O)n(CCC(C)C)c(=O)n3C)n2C1 | -1.7
130 | Cc1ccccc1SCCC(=O)NCc1ccc(F)cc1 | 0.9
131 | O=c1cc(CSc2nc3ccccc3s2)nc2ccc(Br)cn12 | -0.1
132 | COc1ccc(S(=O)(=O)NCC2CCCN(C(=O)CSc3ccccc3)C2)cc1 (configuration not stated) | -6.4
133 | Cc1cc(C2=[N+]([O-])C(C)(C)C(c3ccc(Cl)c(C)c3)=[N+]([O-])C2(C)C)ccc1Cl | -27.1

This is a subset; count on the stated rates, not on these rows.
